pAkt inh = Akt phosphorylation inhibition; Neuro2A IGF-stimulated pAkt S473 HTRF, 20 min; hits give low values; activity change, % for hits at 50 µM; 360,000 tested, 0.32% active; AID 651550; in the data active = activity change below about -80%; inconclusive = mostly about -51% to -80%; note: % is set by controls: 0 for no effect and ±100 for the full control effect
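Neuro2A cells (4,500/well, DMEM with 0.5% FBS) were treated with compound at a single 50 µM final concentration, stimulated with 6 nM IGF for 20 min at 37 °C, and lysed. Phospho-Akt Ser473 was read by HTRF as 665/615 ratio ×10^4.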
HepG2 tox = HepG2 cytotoxicity, counter-screen for TGF-b inhibitors | AID 588856 | Potency, µM (series often up to 46.1 µM), inactives show at the highest dose activity change, negative = cytotoxicity, most hits filed as cytotoxic | HepG2 CAGA-GFP viability, ATP luminescence, 18 h | 410,000 tested, 0.76% active; note: potency is the fitted concentration of half-maximal effect; some results filed as inactive show a strong effect at the top dose
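HepG2 CAGA-GFP cells (1000/well, DMEM with 1% FBS) received compound, then TGF-beta at 500 pg/mL final, and were incubated 18 hours at 37 degrees C. Viability was read by CellTiter-Glo luminescence. Media-only wells were set as complete cell-killing and DMSO as no toxicity.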
A549 tox = kills or reduces viability of A549 cells in Nrf2 counter-screen | A549 ARE-Fluc cells, CellTiter-Fluor viability, 18-24 h | Potency, µM (series often up to 46 µM), for inactives: top-dose activity change, negative = cytotoxicity, hits mostly inhibitors | 390,000 tested, 0.16% active; note: potency is the fitted concentration of half-maximal effect; % is set by controls: 0 for no effect and ±100 for the full control effect
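Cytotoxicity counterscreen: CellTiter-Fluor fluorescence was measured in A549 ARE_Fluc cells after 18-24 h of compound exposure in a concentration series. The subsequent BugLite luminescent read reports ARE-luciferase activity.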
CCT chaperon mod = modulators of cytosolic chaperonin (CCT/TRiC) activity | purified chaperonin ATPase assay, HTRF ADP detection, 30 min | activity change, % (no concentration beside the values), hits read low | 360,000 tested, 0.3% active; in the data active = activity change below about -30%; note: % is set by controls: 0 for no effect and ±100 for the full control effect
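Enzyme 40 or 20 nM (batch-dependent) in Tris pH 7.4/KCl/MgCl2/DTT; cpd 76 uM single point; ATP 10 uM; 30 min 37 °C; Transcreener ADP HTRF detection, 30 min RT; ratio 665/615.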
Abeta yeast res = restores growth of yeast expressing A-beta42 peptide. yeast expressing A-beta42, growth rescue, OD600, 48 h; response scale: 0% DMSO, 100% iron-clioquinol control. Potency, µM (series often up to 46.1 µM), for inactives: top-dose growth rescue, hits mostly activators. 410,000 tested, 0.063% active; note: potency is the fitted concentration of half-maximal effect; nearly all actives have a fitted effect of over 55% in size
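Yeast growth medium received pinned compounds, then yeast cells expressing toxic A-beta were added; plates incubated at 30 C for 48 hr. Growth read as absorbance at 600 nm, normalized to DMSO and equimolar FeCl3 plus clioquinol controls.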
Mm-Cpn inhibitor = M. maripaludis TRiC chaperonin inhibition; purified Mm-Cpn ATPase, ADP Transcreener TR-FRET; Potency, µM (highest dose often 76.9 µM), for inactives: at the top dose activity, negative = inhibition, hits mostly inhibitors; 330,000 tested, 0.031% active; note: potency is the fitted concentration of half-maximal effect; % is set by controls: 0 for no effect and ±100 for the full control effect; nearly all actives have a fitted effect of over 80% in size
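ATP (10 uM final) was added to archaeal chaperonin (25 nM final) after 10 min exposure to test compound at 37°C; after 30 min further incubation, ADP was detected by competitive TR-FRET.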
TGFb SMAD3 inh = blocks TGF-b signaling; Potency, µM (doses to about 46.1 µM), for the others: top-dose activity, negative = inhibition, hits mostly inhibitors; HepG2 CAGA-GFP TGF-b/SMAD3 reporter, GFP fluorescence, 18 h; TGF-beta stimulated, 500 pg/mL final; AID 588855; 410,000 tested, 1.2% active; note: potency is the fitted concentration of half-maximal effect; % is set by controls: 0 for no effect and ±100 for the full control effect; nearly all actives have a fitted effect of over 65% in size
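Cell-based qHTS in HEPG2 carrying a CAGA-GFP Smad reporter; compounds added before 500 pg/mL final TGF-beta, 18 h incubation at 37 degrees C, GFP fluorescence quantified per cell by imaging cytometry.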
Nrf2 inh = inhibitors of Nrf2 signaling. A549 ARE-Fluc reporter, luciferase luminescence, 18-24 h. Potency, µM (top dose mostly 46 µM), inactives show at the top dose activity change, negative = inhibition, usual class: inhibitors. 360,000 tested, 2.1% active; note: potency is the fitted concentration of half-maximal effect; % is set by controls: 0 for no effect and ±100 for the full control effect; nearly all actives have a fitted effect of over 60% in size
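Nrf2 activity is the BugLite luminescence, read 15 min after reagent at room temperature, following CellTiter-Fluor cytotoxicity readout (30 min, 37C). Compound titrations were applied for 18-24 h to 5000 A549 ARE_Fluc cells/well in 5% FBS OPTI-MEM.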
Nrf2 activator = Nrf2 pathway activation | AREc32 ARE-luciferase reporter (MCF7-derived line), luminescence, 24 h | Potency, µM (top dose mostly 46.1 µM), for inactives: at the highest dose activation, actives largely listed as activators | 410,000 tested, 0.31% active | AID 624171; note: potency is the fitted concentration of half-maximal effect; % of control where 0% means no effect; nearly all actives have a fitted effect of over 65% in size
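ARE-driven firefly luciferase activity in AREc32 cells measured after a 24 hr compound exposure at 37 deg C, using Steady-Glo reagent and a 30 min room-temperature hold.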
* = called active by the depositor; i = inactive; ? = inconclusive; / = not tested or not shown; [ ] = another dose, or the depositor's remark. Unless noted, calls come from the whole dose curve; as a rule, active = well fitted curve in the direction sought with a large enough effect; inconclusive = small, poorly fitted or top-dose-only effect, or another doubt; inactive = no such curve, though single readings can be large; an effect the other way counts as inactive or inconclusive.

Letters: A = pAkt inh; B = HepG2 tox; C = A549 tox; D = CCT chaperon mod; E = Abeta yeast res; F = Mm-Cpn inhibitor; G = TGFb SMAD3 inh; H = Nrf2 inh; I = Nrf2 activator
C[C@H](CO)N1C[C@H](C)[C@@H](CN(C)C(=O)NC2CCCCC2)OCc2cnnn2CCCC1=O
  A: i	B: -4%	C: /	D: -0.5	E: -4%	F: /	G: 8%	H: /	I: -0.5%

CCOc1ccc(S(=O)(=O)N2CCC(C(=O)Nc3ccccc3N3CCCC3)CC2)cc1
  A: i	B: -25%	C: /	D: -23	E: -9%	F: /	G: -22%	H: /	I: 4.3%

O=C1CN(C(=O)COC(=O)CCc2ccccc2O)c2ccccc2N1
  A: i	B: -2%	C: -13%	D: 1.0	E: -31%[inhibitor]	F: 0%	G: 6%	H: 3%	I: 0.4%

COc1ccc(-c2cc(C(=O)OCC(=O)Nc3ccc4c(c3)OCO4)c3ccccc3n2)cc1
  A: i	B: -17%	C: -3%	D: -1.0	E: 23%	F: -8%	G: 1%	H: -10%	I: 3.5%

CCCCc1nc(SCCN2CCOCC2)c2c(=O)n(C)c(=O)n(C)c2n1
  A: i	B: -17%	C: 4%	D: -1.4	E: -4%	F: -4%	G: ?	H: 1%	I: -0.2%

O=S(=O)(c1ccccc1)N1CCCN(S(=O)(=O)c2ccccc2)CC1
  A: i	B: -29%	C: -5%	D: 0.8	E: -17%	F: 4%	G: -2%	H: 1%	I: 3.8%

COc1ccnc(Oc2ccccc2)c1C#N
  A: i	B: 1%	C: 1%	D: 0.9	E: 22%	F: 1%	G: -28%	H: ?	I: -0.1%

Nn1c(COc2ccccc2F)nnc1SCC(=O)NC1CCCC1
  A: i	B: -9%	C: 4%	D: -1.5	E: 0%	F: 1%	G: -12%	H: 4%	I: -0.5%

CCc1ccccc1OCC(=O)OCC(=O)c1c(N)n(C)c(=O)n(C)c1=O
  A: i	B: 6%	C: 1%	D: 1.3	E: -13%	F: 2%	G: -9%	H: 7%	I: -0.8%

CN(Cc1ccccn1)C(=O)CC1C(=O)NCCN1Cc1ccc(F)cc1Cl (centres undefined)
  A: i	B: -2%	C: 3%	D: -1.9	E: -11%	F: -2%	G: 15%	H: 4%	I: -0.5%

O=C1CCC(c2ccccc2)c2ccccc21 (centres undefined)
  A: i	B: -3%	C: -2%	D: -0.9	E: -4%	F: /	G: -14%	H: -4%	I: 0.3%

O=C(COC(=O)Cc1c(Cl)cccc1Cl)NCCC1=CCCCC1
  A: i	B: 1%	C: -6%	D: 1.9	E: 0%	F: -1%	G: -2%	H: 5%	I: -0.1%

O=C(Nc1c(Cl)ccc2nsnc12)c1cccnc1
  A: i	B: -10%	C: 0%	D: 1.1	E: 2%	F: -2%	G: 0%	H: 0%	I: 3.4%

O=C(NC1CCN(C(=S)Nc2ccccc2)CC1)C1CCCCC1
  A: i	B: -2%	C: 1%	D: -2.4	E: -7%	F: 1%	G: -1%	H: 3%	I: -0.5%

C/C(CC(=O)NCCN1CCOCC1)=N\NC(=O)c1ccncc1
  A: i	B: -5%	C: -15%	D: -1.6	E: -11%	F: 1%	G: 6%	H: 2%	I: 0.2%

Nc1ccc(S(=O)(=O)N2CCC(Cc3ccccc3)CC2)cc1
  A: i	B: -17%	C: -4%	D: 0.5	E: -14%	F: -1%	G: 0%	H: 7%	I: -0.3%

N#C/C(=C\c1cccs1)C(=O)c1ccccc1
  A: i	B: 3%	C: -2%	D: -0.8	E: 1%	F: 0%	G: 3%	H: 4%	I: 0.2%

CC(=O)OCC(=O)Nc1c(C)cccc1C
  A: i	B: -20%	C: 2%	D: 1.0	E: -3%	F: 0%	G: 1%	H: -12%	I: -0.8%

CCOc1ccccc1NC(=O)Cn1c(=O)c(OCC)nc2cnccc21
  A: /	B: 2%	C: -9%	D: 0.3	E: -13%	F: 0%	G: 1%	H: -5%	I: -0.7%

COc1ccc(-c2nc(Cn3c(SCc4ccc(C)cc4)nc4ccncc43)c(C)o2)cc1OC
  A: i	B: -87%	C: -9%	D: -0.9	E: -1%	F: -24%	G: ?	H: 8%	I: 12%

O=C1CCCCCN1Sc1ccccc1
  A: i	B: -39%	C: 4%	D: 0.7	E: ?	F: 0%	G: ?	H: 2%	I: 1.2%

COc1ccc(C(=O)c2cn(Cc3cccc(C)c3)c3cc4c(cc3c2=O)OCCO4)cc1OC
  A: /	B: -22%	C: ?	D: /	E: -6%	F: /	G: ?	H: ?	I: -0.4%

CCN(CC)C(=O)C1CCCN(C(=O)CCn2nnnc2CN2CCOCC2)C1 (centres undefined)
  A: i	B: 5%	C: 0%	D: 1.4	E: 20%	F: 3%	G: 7%	H: -2%	I: 0.0%

C=CCOC(=O)C1=C(C)Nc2nnnn2C1c1ccc(OC)cc1OC (centres undefined)
  A: i	B: -22%	C: 0%	D: -1.8	E: -2%	F: -2%	G: ?	H: -25%	I: -0.4%

CCOC(=O)c1c(-c2ccccc2)nc2c(C)cccn12
  A: i	B: -4%	C: -2%	D: -119*	E: -87%[inhibitor]	F: 0%	G: -7%	H: -16%	I: -0.1%

Exported tab-delimited: part of the list above
molecule	pAkt inh	HepG2 tox	A549 tox	CCT chaperon mod	Abeta yeast res	Mm-Cpn inhibitor	TGFb SMAD3 inh	Nrf2 inh	Nrf2 activator
CC(=O)OCC(=O)Nc1c(C)cccc1C	i	-20%	2%	1.0	-3%	0%	1%	-12%	-0.8%
CCOc1ccccc1NC(=O)Cn1c(=O)c(OCC)nc2cnccc21	/	2%	-9%	0.3	-13%	0%	1%	-5%	-0.7%
COc1ccc(-c2nc(Cn3c(SCc4ccc(C)cc4)nc4ccncc43)c(C)o2)cc1OC	i	-87%	-9%	-0.9	-1%	-24%	?	8%	12%

More records follow:
Letters: A = pAkt inh; B = HepG2 tox; C = A549 tox; D = CCT chaperon mod; E = Abeta yeast res; F = Mm-Cpn inhibitor; G = TGFb SMAD3 inh; H = Nrf2 inh; I = Nrf2 activator
O=C(COC(=O)c1cccc(S(=O)(=O)N2CCN(c3ccccc3)CC2)c1)NCc1ccco1
  A: i	B: 4%	C: -3%	D: 2.3	E: 21%[9.22 µM]	F: -7%	G: -1%	H: /	I: 1.5%

O=C1N/C(=N/N=C/c2ccc(F)cc2)SC1c1ccccc1 (centres undefined)
  A: i	B: 82%	C: 7%	D: -0.6	E: 17%	F: 0%	G: 5%	H: 1%	I: -0.1%

Cc1ccc(C)c(Cn2c(=O)n(CCC(=O)NCc3ccc4c(c3)OCO4)c(=O)c3sccc32)c1
  A: /	B: 2%	C: 0%	D: /	E: -2%	F: /	G: -13%	H: 6%	I: 0.4%

CCOC(=O)N1CCN(S(=O)(=O)c2ccc(OCC)c3ccccc23)CC1
  A: i	B: -22%	C: -12%	D: 0.6	E: -10%	F: -1%	G: ?	H: ?	I: -0.1%

CCOc1ccccc1CNCC1CCCO1 (centres undefined)
  A: i	B: 0%	C: -5%	D: 0.3	E: -12%	F: 0%	G: 0%	H: -1%	I: -0.4%

CCCC12CN3CC(CCC)(CN(C1)C3C(O)C(O)C(O)CO)C2=O (centres undefined)
  A: i	B: -15%	C: -10%	D: -3.2	E: -11%	F: 1%	G: 8%	H: -5%	I: -0.7%

O=C(CCN1C(=O)c2ccncc2C1=O)Nc1ccc(F)cc1
  A: i	B: -5%	C: -6%	D: 0.5	E: 7%	F: 0%	G: -4%	H: 12%	I: -0.5%

Cc1ccccc1CNC(=O)c1ccccc1SCC(=O)NCc1ccco1
  A: i	B: 29%	C: 2%	D: -1.0	E: 2%	F: 0%	G: 35%[activator]	H: 1%	I: 5.0%

Cc1ccc(C)c(Cn2nnc3c(=O)[nH]c(C4CCN(C(=O)c5ccco5)CC4)nc32)c1
  A: i	B: -7%	C: -9%	D: 1.6	E: 1%	F: 1%	G: 1%	H: 1%	I: 0.0%

CC(C)(C)Nc1c(C2CCNCC2)nc2c(OCc3ccccc3)cccn12
  A: i	B: -31%	C: /	D: 1.2	E: 3%	F: /	G: ?	H: /	I: 5.6%

CCn1c(SCC(=O)Nc2nc3ccccc3s2)nnc1-c1ccc(OC)cc1
  A: i	B: -6%	C: -2%	D: 0.2	E: 7%	F: 0%	G: -4%	H: /	I: -0.4%

CCOC(=O)c1sc2nc(C)nc(N3CCN(c4ncccn4)CC3)c2c1C
  A: i	B: 20%	C: ?	D: -1.0	E: /	F: 1%	G: 5%	H: -4%	I: -1.0%

COc1ccc2cc(C#N)c(NC(C)C)nc2c1
  A: i	B: -28%	C: 9%	D: 0.0	E: 4%	F: 0%	G: 1%	H: ?	I: 1.9%

CC1CCCCC12NC(=O)N(CC(=O)NCc1ccccc1)C2=O (centres undefined)
  A: i	B: -2%	C: 1%	D: -1.4	E: 18%	F: 1%	G: 20%	H: ?	I: -0.6%

COc1ccccc1CCNC(=O)c1cccc(NC(=O)CC2SC(N3CCCCC3)=NC2=O)c1 (centres undefined)
  A: i	B: -13%	C: -4%	D: -1.9	E: 14%	F: /	G: -24%	H: -13%	I: 2.4%

Just HepG2 tox and Abeta yeast res (4 entries from above):
molecule | HepG2 tox | Abeta yeast res
CCN(CC)C(=O)C1CCCN(C(=O)CCn2nnnc2CN2CCOCC2)C1 (centres undefined) | 5% | 20%
C=CCOC(=O)C1=C(C)Nc2nnnn2C1c1ccc(OC)cc1OC (centres undefined) | -22% | -2%
CCOC(=O)c1c(-c2ccccc2)nc2c(C)cccn12 | -4% | -87%[inhibitor]
O=C(COC(=O)c1cccc(S(=O)(=O)N2CCN(c3ccccc3)CC2)c1)NCc1ccco1 | 4% | 21%[9.22 µM]

Screening results from PubChem.
